Pol iota inh = blocks human DNA polymerase iota activity. Q9UNA4. Potency, µM (doses to about 115 µM), inactives show at the top dose activity, negative = inhibition, usual class: inhibitors. Pol iota fluorescent replication assay, 10 min. AID 588590. hit rate 1% among 390,000; also: potency is read from the fitted curve at half-maximal effect
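Fluorescent replication assay read twice, at 0 min and 10 min after adding 50 nM (final) substrate. Enzyme (10 nM) and compounds were first incubated 15 min at room temperature; enzyme-free buffer wells were negative controls.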
BLM inh = inhibitors of human Bloom syndrome helicase BLM. P54132. recombinant BLM DNA unwinding, fluorescence dequenching. Potency, µM (series often up to 56.1 µM), for the others: top-dose activity change, negative = inhibition, most hits filed as inhibitors. hit rate 0.2% among 350,000;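 also: potency is read from the fitted curve at half-maximal effect; plate controls were vehicle for no effect and no enzyme for full effect; nearly all actives have a fitted effect of over 35% in size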
12-LOX inh = ALOX12 (human) lipoxygenase inhibition; P18054; purified 12hLO, xylenol orange hydroperoxide absorbance; Potency, µM (highest dose often 108 µM), inactives show at the highest dose activity change, negative = inhibition, actives largely listed as inhibitors; hit rate 1.1% among 580,000; AID 1671190; also: potency is read from the fitted curve at half-maximal effect; % is scaled to controls: 0 for no effect and ±100 for the full control effect
Target sequence (P18054 whole entry, looked up): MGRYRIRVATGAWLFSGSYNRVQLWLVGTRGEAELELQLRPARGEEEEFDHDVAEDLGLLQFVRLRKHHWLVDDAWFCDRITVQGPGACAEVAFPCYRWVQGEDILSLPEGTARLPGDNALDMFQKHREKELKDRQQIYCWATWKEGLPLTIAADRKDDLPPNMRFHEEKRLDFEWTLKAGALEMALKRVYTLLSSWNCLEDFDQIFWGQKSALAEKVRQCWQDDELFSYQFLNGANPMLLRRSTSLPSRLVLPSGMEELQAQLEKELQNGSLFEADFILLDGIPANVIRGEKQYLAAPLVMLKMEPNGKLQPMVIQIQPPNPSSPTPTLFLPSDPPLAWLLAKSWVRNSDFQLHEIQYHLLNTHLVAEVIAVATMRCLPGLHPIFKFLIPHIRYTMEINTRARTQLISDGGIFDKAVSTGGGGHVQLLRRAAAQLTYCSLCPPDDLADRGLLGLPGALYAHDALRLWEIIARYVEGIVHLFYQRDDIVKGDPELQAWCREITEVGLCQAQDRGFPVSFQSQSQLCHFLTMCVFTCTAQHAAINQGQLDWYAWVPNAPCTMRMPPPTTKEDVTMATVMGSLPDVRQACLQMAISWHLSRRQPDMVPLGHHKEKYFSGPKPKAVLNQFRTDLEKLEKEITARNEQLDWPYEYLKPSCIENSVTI
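Purified human 12hLO at 150 nM in 25 mM Hepes, 0.01% Triton X-100, pH 7.0, preincubated 15 min at room temperature with compound. Reaction started with 40 uM arachidonic acid, 30 min at room temperature. Hydroperoxide measured by Fe-xylenol orange, 573/405 nm absorbance ratio.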
TRHR ag = agonists of human TRH receptor; TRHR cells, calcium flux fluo-8, FDSS agonist mode; activation, % at 2 µM; hit rate 0.18% among 360,000; AID 493084; in the data active = activation above about 30%; also: 0% is about no effect
Target sequence (P34981 whole entry, looked up): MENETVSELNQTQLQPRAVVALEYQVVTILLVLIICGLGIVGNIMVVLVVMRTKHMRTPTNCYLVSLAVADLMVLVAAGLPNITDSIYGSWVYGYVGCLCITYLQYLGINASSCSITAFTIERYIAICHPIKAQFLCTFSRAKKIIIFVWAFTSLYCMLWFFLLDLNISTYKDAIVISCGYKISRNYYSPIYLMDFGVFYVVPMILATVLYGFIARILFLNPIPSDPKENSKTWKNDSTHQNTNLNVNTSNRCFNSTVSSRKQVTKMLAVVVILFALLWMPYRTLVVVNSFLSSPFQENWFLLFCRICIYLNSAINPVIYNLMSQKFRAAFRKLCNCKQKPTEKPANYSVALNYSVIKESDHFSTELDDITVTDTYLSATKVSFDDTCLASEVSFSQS
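TRHR-expressing cells, plated overnight in medium with 10% serum, were loaded with fluo-8 calcium dye at room temperature. After a 10 s baseline, library compound was pin-added and calcium release was recorded kinetically (ex 480/em 530) as agonist response.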
ERG-DNA inh = inhibitors of human ERG Ets domain-DNA interaction | hit rate 0.028% among 370,000 | fluorescence polarization, His-ERG Ets domain / labelled DNA | Potency, µM (top dose mostly 76.9 µM), for the others: at the top dose FP activity, negative = inhibition, usual class: inhibitors; active = well fitted inhibition curve with a large enough effect in the polarisation, with a control signal flat; inconclusive = small, poorly fitted or top-dose-only effect, or effect the other way, or a change in a side signal; inactive = no such curve, though single readings can be large or run the other way; the % refers to the polarisation;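 also: polarization taken with two DNA probes labelled with fluorescein and Texas red; potency is read from the fitted curve at half-maximal effect; % of control where 0% means no effect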
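His-tagged ERG Ets domain (1 uM in the protein solution; 300mM KCl, 50mM Tris-HCl, 1mM EDTA, 1mM DTT, pH 7.5) received compound, then a probe mix of 5 nM fluorescein-DNA and 100nM Texas-615-DNA. Fluorescence polarization was read for both dyes.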
Pol beta inh = inhibitors of human DNA polymerase beta. Potency, µM (titrated, usually from 114 µM), for inactives: top-dose activity change, negative = inhibition, hits mostly inhibitors. Pol beta primer extension/strand displacement, fluorescence kinetic. hit rate 1.3% among 340,000; also: potency is read from the fitted curve at half-maximal effect; % is scaled to controls: 0 for no effect and ±100 for the full control effect
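Pol beta (10 nM) and compounds were preincubated 15 min at room temperature, then 50 nM substrate (final) started primer extension/strand displacement. Reads were taken at 0 and 10 min; concentration-response data were fitted to a four-parameter Hill equation.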
POLK inh = DNA polymerase kappa (human) inhibition; Q9UBT6; purified Pol kappa, fluorescent DNA synthesis assay, 10 min; Potency, µM (top dose mostly 107 µM), without a hit: at the highest dose activity, negative = inhibition, most hits filed as inhibitors; hit rate 0.53% among 400,000; also: potency is read from the fitted curve at half-maximal effect; % is scaled to controls: 0 for no effect and ±100 for the full control effect
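First, compounds were pin-transferred onto 10 nM Pol kappa. After 15 min at room temperature, substrate was added to 50 nM final. Fluorescence was then measured kinetically at 0 and 10 min.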
APE1 inh = inhibitors of human APE1 endonuclease; recombinant APE1, TAMRA/BHQ-2 abasic DNA cleavage fluorescence; Potency, µM (doses to about 65.8 µM), inactives show at the top dose activity change, negative = inhibition, usual class: inhibitors; hit rate 0.35% among 350,000;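 also: potency is read from the fitted curve at half-maximal effect; plate controls were vehicle for no effect and reference inhibitor for full effect; nearly all actives have a fitted effect of over 55% in size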
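Kinetic fluorescence read (525 ex/598 em nm, three reads 60 s apart) of AP-site incision; signal = third minus first read. Enzyme 0.75 nM, dual-labelled THF duplex 50 nM, compound preincubation 15 min RT.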
Anesthetic bind = candidate novel general anesthetic via apoferritin binding; P02791; apoferritin/1-aminoanthracene competitive binding, fluorescence; Potency, µM (highest dose often 77.5 µM), without a hit: top-dose activity change, negative = displacement, usual class: inhibitors; hit rate 0.074% among 350,000; also: potency is read from the fitted curve at half-maximal effect; % is scaled to controls: 0 for no effect and ±100 for the full control effect; nearly all actives have a fitted effect of over 20% in size
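Horse-spleen apoferritin (10 uM) in 50% saturated 1-aminoanthracene in PBS was incubated 10 min at room temperature with compound. Fluorescence (ex 380, em 535 nm) was normalized to free and bound 1-AMA, with concentration-response fitted by a four-parameter Hill equation.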
* = called active by the depositor; ? = inconclusive; nt = not tested or not shown; [ ] = another dose, or the depositor's remark. Unless noted, calls follow the shape of the dose curve; as a rule, active = well fitted curve in the direction sought with a large enough effect; inconclusive = small, poorly fitted or top-dose-only effect, or another doubt; inactive = no such curve, though single readings can be large; an effect the other way counts as inactive or inconclusive. These rows are one share of the data; rates above refer to the full screens.

| molecule | Pol iota inh | BLM inh | 12-LOX inh | TRHR ag | ERG-DNA inh | Pol beta inh | POLK inh | APE1 inh | Anesthetic bind |
| --- | --- | --- | --- | --- | --- | --- | --- | --- | --- |
| COc1ccc(CCNC(=O)CCn2c(=O)c3ccccc3n(CC(=O)Nc3cc(Cl)ccc3C)c2=O)cc1OC | 37%[activator] | -7% | -23% | 0.5 | -6% | -2% | 4% | nt | -10% |
| Oc1ccccc1N=Nc1nc(-c2ccccc2)c(-c2ccccc2)[nH]1 | 11% | -16% | 0% | -0.6 | 16% | -1% | -7% | -6% | ? |
| Cn1cc(Cl)c(C(=O)NC2CCCC2)n1 | 26% | 3% | 9%[57.4 µM] | 0.1 | -3% | 0% | -5% | -2% | -1% |
| CCN(CC)S(=O)(=O)c1cc(NC(=O)C(C)N2CCc3ccccc32)ccc1C (stereo not drawn) | -11% | -9% | 7% | 1.5 | 0% | 6% | 0% | -8% | -12% |
| Cc1ccc(C(=O)Cn2nnc(-c3cccs3)n2)cc1 | -8% | 0% | 27% | 1.1 | -8% | -4% | -9% | 1% | 4% |
| CCOc1ccc(NS(=O)(=O)c2ccc3[nH]cc(C(=O)N(C)Cc4ccccc4)c(=O)c3c2)cc1 | ? | -4% | ? | -0.3 | 1% | 5% | -17%[60.1 µM] | nt | -14% |
| CCc1nnc(NC(=O)CSc2nc3[nH]ncc3c(=O)[nH]2)s1 | 68%[activator] | 2% | -4% | 0.0 | -4% | -7% | -10% | 1% | -3% |
| COc1ccc(OC)c(NC(=O)CSc2n[nH]c(-c3ccccc3Cl)n2)c1 | 13% | -5% | -9% | -0.4 | -5% | 0% | -7%[60.1 µM] | nt | -13% |
| O=C(CCNC(=O)Cn1ccc2ccccc2c1=O)NCCN1CCc2ccccc2C1 | 6% | -9% | 0% | 0.7 | -8% | 9% | -11% | 1% | -6% |
| CC(=O)N1CCCC1c1nc2ccccc2n1Cc1ccccc1F (stereo not drawn) | 12% | -5% | -25% | -0.4 | 1% | -13% | -10% | nt | 1% |
| Cc1ccc(S(=O)(=O)Nc2cccc(C(=O)NCC(c3ccccc3)N(C)C)c2)cc1F (stereo not drawn) | 2% | nt | ? | -0.2 | 2% | nt | 9% | 35% | nt |
| CCOC(=O)c1ccccc1NC(=O)Cn1ncc2c([nH]c3ccccc32)c1=O | 7% | -4% | -25% | 0.4 | -3% | 1% | -2% | nt | -7% |
| CCC(=O)N1CCc2cc(Br)cc(S(=O)(=O)NCCc3ccc(C)cc3)c21 | -27% | -5% | ? | -0.6 | -5% | -7% | -11%[60.1 µM] | nt | 6% |
| COc1cccc(C(=O)N(Cc2ccc3c(c2)OCO3)Cc2nc3ccccc3c(=O)[nH]2)c1 | ? | -2% | 0% | -1.7 | -5% | 6% | -8% | -4% | -14% |
| O=C(NCC1CCCO1)Nc1cccc(Cl)c1 (stereo not drawn) | 5% | -4% | 0% | 1.2 | -5% | -23% | 5% | 0% | -6% |
| CCOc1ccc(-c2nc3c(c(SCC(=O)Nc4ccccc4C)n2)Cc2ccccc2O3)cc1 | 0% | -10% | -22% | -2.1 | 0% | -13% | -16% | nt | 3% |
| O=C(O)CNS(=O)(=O)c1ccc(-c2ccccc2)cc1 | nt | 0% | nt | 0.4 | nt | 7% | nt | 3% | -8% |
| c1c[nH]c(CN2CCN(Cc3ncc[nH]3)CC2)n1 | 11% | nt | 5% | nt | -14% | nt | -5% | nt | nt |
| Cc1nc(SCc2c(F)cccc2Cl)n[nH]1 | -5%[58.9 µM] | 0% | -3% | 0.0 | -1% | -27% | 5% | -1% | -1% |
| CCC1=Nc2cc(C(=O)NCCCOC(C)C)ccc2Sc2ccccc21 | 5% | -10% | -12% | -1.2 | -1% | 39% | -16% | -2% | ? |
| O=[N+]([O-])c1nn(-c2ccc3c(c2)OCCO3)n(O)c1=NCCC1=CCCCC1 | 190%[activator] | -2% | -10% | -0.9 | -7% | -2% | 0% | -3% | ? |
| CC(Oc1ccccc1)C(=O)Nc1ccc(C(N)=O)cc1 (stereo not drawn) | -11% | -7% | -3% | 0.1 | 9% | ? | 11% | 1% | 4% |
| CCN(CC)c1ccc2cc(-c3nc(-c4cc5ccccc5oc4=O)cs3)c(=O)oc2c1 | ? | nt | 6% | nt | 8% | nt | ? | nt | nt |
| CC1CC(C)CN(CCCNC(=O)CC2Oc3ccccc3NC2=O)C1 (stereo not drawn) | 16% | 3% | 18% | 0.1 | 8% | 7% | -10% | -3% | -4% |
| CCCOc1cccc(C(=O)NCCCNC(=O)c2cccnc2)c1 | 24% | -1% | -2% | 0.1 | -5% | -1% | -5% | -12% | -9% |
| CCCCc1nnc(NC(=O)c2oc3ccccc3c2C)s1 | 17% | nt | -1% | 0.0 | -1% | nt | -2% | -14% | nt |
| COc1ccccc1C=NN=Cc1ccccc1O | 2% | nt | -7% | nt | -21% | nt | -12% | nt | nt |
| COC(=O)C(C)Sc1nnc(Cc2cc(=O)[nH]c(=O)[nH]2)n1-c1ccc(OC)cc1 (stereo not drawn) | 38%[activator] | 2% | -24% | 0.3 | -4% | 13% | 5% | 1% | 0% |
| CCOc1ccccc1-n1nnnc1SC(C)C(=O)OC (stereo not drawn) | 50%[activator] | -1% | 0% | -0.5 | -5% | -19% | -19% | -6% | -14% |
| O=c1oc(CCO)cc2ccccc12 | 32% | nt | -3% | nt | -2% | nt | 11% | -4% | nt |

More records follow:
| mol | Pol iota inh | BLM inh | 12-LOX inh | TRHR ag | ERG-DNA inh | Pol beta inh | POLK inh | APE1 inh | Anesthetic bind |
| --- | --- | --- | --- | --- | --- | --- | --- | --- | --- |
| CCN(c1ccccc1)S(=O)(=O)c1ccc(C(C(=O)OC)C(=O)OC)c([N+](=O)[O-])c1 | 52%[activator] | -6% | -29% | 0.9 | -1% | 3% | -10% | 0% | ? |
| CC(C)OCCCNc1ccc(N2C(=O)CCCC2=O)cc1[N+](=O)[O-] | 4% | -5% | 1% | 1.0 | -5% | 4% | -18% | 12% | -14% |
| CCn1cnc2c([N+](=O)[O-])c(NS(=O)(=O)c3ccc(C)cc3)ccc21 | 10% | nt | -4% | -0.1 | 3% | nt | 7% | 8% | nt |
| O=C1C(Br)=Cc2cccc3cccc1c23 | 122%[activator] | -12% | -3% | 9.7 | 11% | -2% | -18% | -8% | 64%[activator] |
| O=C(O)CNC(=O)C1(NC(=O)OCc2ccccc2)CCCC1 | 0% | nt | 1% | nt | -6% | nt | -5% | nt | nt |
| O=C(O)CNS(=O)(=O)c1ccc2c(c1)CCCC2 | 98%[activator] | -5% | -3% | -0.3 | -1% | 42% | -18% | -15% | -2% |
| CN(Cc1ccccc1)C(=O)C1CCN(S(=O)(=O)c2ccc3c(c2)oc(=O)n3C)CC1 | 55%[activator] | -2% | -7% | -0.7 | 0% | 15% | -4% | nt | ? |
| Cc1ccc(C(=O)Nn2c(N)c(S(=O)(=O)c3ccc(C)cc3)c3nc4ccccc4nc32)cc1 | -3% | -16% | ? | -0.5 | 6% | -16% | -8% | -5% | -3% |

Three neighbouring records already listed:
| mol | Pol iota inh | BLM inh | 12-LOX inh | TRHR ag | ERG-DNA inh | Pol beta inh | POLK inh | APE1 inh | Anesthetic bind |
| --- | --- | --- | --- | --- | --- | --- | --- | --- | --- |
| O=C(O)CNS(=O)(=O)c1ccc2c(c1)CCCC2 | 98%[activator] | -5% | -3% | -0.3 | -1% | 42% | -18% | -15% | -2% |
| CN(Cc1ccccc1)C(=O)C1CCN(S(=O)(=O)c2ccc3c(c2)oc(=O)n3C)CC1 | 55%[activator] | -2% | -7% | -0.7 | 0% | 15% | -4% | nt | ? |
| Cc1ccc(C(=O)Nn2c(N)c(S(=O)(=O)c3ccc(C)cc3)c3nc4ccccc4nc32)cc1 | -3% | -16% | ? | -0.5 | 6% | -16% | -8% | -5% | -3% |

The main list resumes, repeating the 2 entries before the break.
| mol | Pol iota inh | BLM inh | 12-LOX inh | TRHR ag | ERG-DNA inh | Pol beta inh | POLK inh | APE1 inh | Anesthetic bind |
| --- | --- | --- | --- | --- | --- | --- | --- | --- | --- |
| CN(Cc1ccccc1)C(=O)C1CCN(S(=O)(=O)c2ccc3c(c2)oc(=O)n3C)CC1 | 55%[activator] | -2% | -7% | -0.7 | 0% | 15% | -4% | nt | ? |
| Cc1ccc(C(=O)Nn2c(N)c(S(=O)(=O)c3ccc(C)cc3)c3nc4ccccc4nc32)cc1 | -3% | -16% | ? | -0.5 | 6% | -16% | -8% | -5% | -3% |
| COc1cc(C=O)ccc1OCCCOc1ccccc1[N+](=O)[O-] | 9% | 3% | -15% | -1.8 | -4% | 46% | -19% | -1% | -10% |
| COc1ccc(C(OC(=O)c2ccco2)C(=O)NC2CCCCC2)cc1OC (stereo not drawn) | 8% | 0% | 0% | 0.1 | -12% | 4% | -11% | -4% | 10% |
| Cc1cc(C)nc(NC(=O)c2cccs2)c1 | 12% | 1% | 0% | 0.2 | 6% | 37% | -18% | 2% | -5% |
| COc1ccccc1CNC(=O)N1CCN(c2ccccc2)CC1 | 5% | -3% | -3% | -0.7 | 11% | 12% | 1% | 74%[activator] | -4% |
| O=C(CS(=O)(=O)Cc1ccccc1)N1CCc2ccccc21 | 19% | -1% | 39% | -0.5 | 0% | -22% | -1% | -3% | ? |
| O=C(CCc1ccccc1)Nc1cccc([N+](=O)[O-])c1 | 5% | -7% | -9% | -0.9 | 8% | 5% | 4% | -2% | ? |
| COc1ccccc1NC(=S)N/N=C/c1cccc(C)c1 | 13% | -6% | ? | -0.8 | -7% | 2% | -4% | -4% | 9% |
